D3 antag: blocks the human D3 dopamine receptor; P35462; D3R cells, DiscoveRx beta-arrestin luminescence, antagonist mode; hits give low values; max response, negative = inhibition, %; 360,000 compounds, 2.5% hits; AID 652054; in the data active = max response below about -50%; inconclusive = no clear call, values can overlap the other calls; also: % is scaled to controls: 0 for no effect and ±100 for the full control effect; mostly tested at two doses, the higher about 12 µM
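Cells plated overnight at 1500 cells/well, then exposed to library compounds with dopamine controls for 90 minutes at 37 degrees C. DiscoveRx reagent added for 30–60 minutes at room temperature; luminescence read, quantitative HTS format.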
GLP1R ag: agonists of human GLP-1 receptor. Potency, µM (doses to about 45.6 µM), for the others: at the highest dose activation, hits mostly activators. HEK293 GLP-1R CRE-luciferase, luminescence, 4-6 h; cells express a hypersensitive GLP-1R form. 380,000 compounds, 0.007% hits. P43220. AID 624172; also: potency is read from the fitted curve at half-maximal effect; % of control where 0% means no effect
Target sequence (P43220 whole entry, looked up): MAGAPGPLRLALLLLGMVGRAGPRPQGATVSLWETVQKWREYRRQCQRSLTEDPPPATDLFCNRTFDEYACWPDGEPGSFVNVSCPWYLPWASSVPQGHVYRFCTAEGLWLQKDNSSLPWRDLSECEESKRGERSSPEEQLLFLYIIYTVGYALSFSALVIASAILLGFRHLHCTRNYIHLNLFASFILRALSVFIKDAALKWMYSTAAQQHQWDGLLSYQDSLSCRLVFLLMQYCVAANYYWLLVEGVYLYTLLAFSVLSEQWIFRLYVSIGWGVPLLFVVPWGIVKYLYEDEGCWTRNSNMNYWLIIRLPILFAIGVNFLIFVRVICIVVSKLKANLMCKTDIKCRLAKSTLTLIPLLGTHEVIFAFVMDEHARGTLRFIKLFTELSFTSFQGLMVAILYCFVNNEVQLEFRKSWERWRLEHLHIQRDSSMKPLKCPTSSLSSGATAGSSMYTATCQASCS
aSyn rescue: rescues yeast growth from alpha-synuclein toxicity; 370,000 compounds, 0.14% hits; Potency, µM (series often up to 46.1 µM), without a hit: at the highest dose growth rescue (activation), hits mostly activators; Yeast expressing alpha-synuclein, growth rescue, BacTiter-Glo, 24 h; also: potency is read from the fitted curve at half-maximal effect; % of control where 0% means no effect; nearly all actives have a fitted effect of over 65% in size
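Screening used galactose-induced yeast with toxic alpha-synuclein levels, exposed to compound for 24 hr at 30 deg C. Cell growth, read with BacTiter-Glo luminescence, gave the measured signal.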
TDP43 rescue: TDP-43 toxicity inhibition in yeast; TDP-43 expressing yeast growth rescue, BacTiter-Glo, 24 h; Potency, µM (titrated, usually from 46.1 µM), inactives show at the highest dose growth rescue (activation), actives largely listed as activators; 410,000 compounds, 1.8% hits; also: potency is read from the fitted curve at half-maximal effect; % of control where 0% means no effect; nearly all actives have a fitted effect of over 50% in size
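Luminescence from BacTiter-Glo reports growth of TDP-43-expressing yeast after 24 hr at 30 deg C with compound. Cells were raffinose-pregrown to mid-log, then seeded in galactose medium at OD600=0.02.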
Abeta rescue: A-beta toxicity reversal in yeast; 410,000 compounds, 0.063% hits; Potency, µM (series often up to 46.1 µM), without a hit: at the highest dose growth rescue, most hits filed as activators; yeast expressing A-beta42, growth rescue, OD600, 48 h; response scale: 0% DMSO, 100% iron-clioquinol control; also: potency is read from the fitted curve at half-maximal effect; nearly all actives have a fitted effect of over 55% in size
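Growth rescue measured by 600 nm absorbance after 48 h yeast culture at 30 C with compound. Values normalized between DMSO and an equimolar ferric chloride plus clioquinol control.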
GLP-1R inv ag: acts as inverse agonist at human GLP-1 receptor. HEK293 GLP-1R CRE-luciferase, luminescence, 24 h; GLP-1R form is constitutively active. Potency, µM (doses to about 38.3 µM), inactives show at the top dose activity change, negative = inhibition, most hits filed as inhibitors. 410,000 compounds, 1.6% hits; also: potency is read from the fitted curve at half-maximal effect; % is scaled to controls: 0 for no effect and ±100 for the full control effect; nearly all actives have a fitted effect of over 55% in size
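Readout was luciferase luminescence, measured 12 min after detection reagent at room temperature. Beforehand, GLP-1R reporter HEK293 cells had sat 12 h, then received compounds for 24 hr at 37 deg C.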
FUS suppressor: FUS proteinopathy suppression in yeast; AID 1347120; 390,000 compounds, 0.24% hits; Potency, µM (series often up to 76.6 µM), for inactives: at the top dose growth rescue (activation), most hits filed as activators; S. cerevisiae FUS-expressing, growth rescue, OD600, 24 h;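 also: potency is read from the fitted curve at half-maximal effect; plate controls were DMSO vehicle for no effect and reference control for full effect; nearly all actives have a fitted effect of over 55% in size; some results filed as inactive show a strong effect at the top dose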
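Yeast FUS proteinopathy model; galactose-induced FUS (2%), starting OD 0.005. Cpds in dilution series, 24hr, 30C, 99% humidity. Abs 600 nm growth. Pos ctrl CP55940 (top 92uM final); neg ctrl DMSO.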
PTHR1 agonist: activates the human parathyroid hormone receptor PTHR1; HEK293 GP2 PTHR1 cells, GloSensor cAMP luminescence, 1 h; Q03431; 410,000 compounds, 0.075% hits; Potency, µM (doses to about 115 µM), for inactives: at the highest dose activation, hits mostly activators; also: potency is read from the fitted curve at half-maximal effect; nearly all actives have a fitted effect of over 55% in size; some results filed as inactive show a strong effect at the top dose; inactives centre near -15; many of its hits are not listed in these tables
Target sequence (Q03431 whole entry, looked up): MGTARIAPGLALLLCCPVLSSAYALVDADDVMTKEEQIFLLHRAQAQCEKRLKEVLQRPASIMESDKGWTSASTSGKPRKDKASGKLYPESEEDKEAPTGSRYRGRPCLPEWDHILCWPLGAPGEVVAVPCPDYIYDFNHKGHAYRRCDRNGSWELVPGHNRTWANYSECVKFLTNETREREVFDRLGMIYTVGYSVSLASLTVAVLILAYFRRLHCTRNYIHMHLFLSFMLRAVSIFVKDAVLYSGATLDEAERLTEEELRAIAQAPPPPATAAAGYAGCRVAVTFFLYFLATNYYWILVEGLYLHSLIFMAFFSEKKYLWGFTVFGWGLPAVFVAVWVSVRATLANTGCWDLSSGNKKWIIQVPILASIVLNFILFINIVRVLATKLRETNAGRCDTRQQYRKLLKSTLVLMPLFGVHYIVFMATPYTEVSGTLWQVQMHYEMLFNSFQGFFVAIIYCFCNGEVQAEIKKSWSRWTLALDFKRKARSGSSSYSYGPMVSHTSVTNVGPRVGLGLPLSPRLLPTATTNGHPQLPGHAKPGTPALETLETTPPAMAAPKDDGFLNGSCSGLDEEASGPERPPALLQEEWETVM
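HEK-293-derived GP2 cells expressing PTHR1 and a GloSensor cAMP reporter, 3,000/well, plated overnight, given luciferin plus IBMX (each 0.5 mM as added) for 1 h at 37 °C, then compound for 1 h at 37 °C. Luminescence was read after 15 min at room temperature.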
Akt phos inh: Akt phosphorylation inhibition; Neuro2A IGF-stimulated pAkt S473 HTRF, 20 min; hits give low values; activity change, % for hits at 50 µM; 360,000 compounds, 0.32% hits; AID 651550; in the data active = activity change below about -80%; inconclusive = mostly about -51% to -80%; also: % is scaled to controls: 0 for no effect and ±100 for the full control effect
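Neuro2A cells (4,500/well, DMEM with 0.5% FBS) were treated with compound at a single 50 µM final concentration, stimulated with 6 nM IGF for 20 min at 37 °C, and lysed. Phospho-Akt Ser473 was read by HTRF as 665/615 ratio ×10^4.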
An asterisk follows results filed as active; i = inactive; ? = inconclusive; . = no result given; [ ] = dose if it differs, or a comment. Unless noted, calls follow the shape of the dose curve; as a rule, active = well fitted curve in the direction sought with a large enough effect; inconclusive = small, poorly fitted or top-dose-only effect, or another doubt; inactive = no such curve, though single readings can be large; an effect the other way counts as inactive or inconclusive. The list is partial. The share of hits here may be higher or lower than overall.

#	Molecule	D3 antag	GLP1R ag	aSyn rescue	TDP43 rescue	Abeta rescue
1	O=C(NCc1ccccc1)c1ccc(NC(=O)C2CCC2)cc1	8	10%	0%	17%	-10%
2	CC(C)c1ccc(O)c(NC(=S)NC(=O)CCc2ccccc2)c1	1	16%	8%	-9%	1%
3	COc1ccc(S(=O)(=O)N2CCOCC2)cc1NC(=O)c1ccc(OCC(C)C)c(OC)c1	9	7%	4%	0%	-6%
4	COc1cccc(C(=O)C(CCC#N)c2ccccc2)c1 (configuration not stated)	24	14%	8%	24%	4%
5	CC1(C)CC(=O)C(/C=N/c2ccccn2)=C(O)C1	-7	-5%	?	9%	-25%
6	CN(Cc1c(C(=O)N/N=C/c2ccccc2O)nnn1-c1nonc1N)C1CCCCC1	-16	-5%	-2%	14%	-19%
7	O=C(O)c1cc2c(cc1NC(=O)c1ccccc1C(F)(F)F)OCCCO2	-19	3%	-8%	-15%	-5%
8	Cc1ccc(NS(=O)(=O)c2ccc(CCC(=O)NCc3cccnc3)cc2)cc1	-13	2%	-1%	-9%	-6%
9	Cc1c(Cl)cccc1NC(=O)c1cnc2sc(N3CCCC3)nn2c1=O	.	.	.	19%	-10%
10	CC1CN(CC(O)COC(c2ccc(Cl)cc2)c2ccc(Cl)cc2)CC(C)O1 (configuration not stated)	6	1%	0%	-6%	?
11	COc1cccc(N2C(=O)C3ON(c4ccccc4)C(c4cccs4)C3C2=O)c1 (configuration not stated)	1	0%	15%	6%	26%
12	CCOc1ccc(NC(=O)COn2nnc3ccc(S(=O)(=O)N4CCOCC4)cc32)cc1	17	3%	2%	0%	-15%
13	Cc1ccc(NS(=O)(=O)c2ccc(NC(=O)[C@@H]3CCCC[C@@H]3C(=O)O)cc2)c(C)c1	37	3%	1%	-3%	12%
14	CCOC(=O)C1CCN(C(=O)C2CCN(S(=O)(=O)c3ccc4c(c3)CC(C)N4C(C)=O)CC2)CC1 (configuration not stated)	6	12%	0%	-3%	7%
15	Cc1ccn(C(=O)c2ccc(NC(=O)CC(C)C)cc2)n1	32	6%	-1%	9%	-18%

#	GLP-1R inv ag	FUS suppressor	PTHR1 agonist	Akt phos inh
1	1%	-23%	i	i
2	?	-7%	i	i
3	-2%	-5%	-6%	i
4	-25%	16%	i	i
5	0%	-5%	0%	i
6	?	-20%	-4%	i
7	10%	15%	-76%[inhibitor]	i
8	-25%	18%	i	i
9	0%	-3%	-9%	.
10	?	17%	-25%	i
11	13%	?	-31%[inhibitor]	i
12	1%	18%	-49%[inhibitor]	i
13	-1%	-4%	i	i
14	16%	38%	i	i
15	-3%	.	-23%	i

(continued)
#	Molecule	D3 antag	GLP1R ag	aSyn rescue	TDP43 rescue	Abeta rescue
16	O=[N+]([O-])c1ccccc1/C=N/Nc1nnc(-c2ccccc2)c(-c2ccccc2)n1	-15	-2%	6%	0%	-6%
17	COC(=O)c1ccccc1NC(=O)c1ccc2c(c1)OCCCO2	10	0%	-13%	?	-33%[inhibitor]
18	COc1ccc(CNC(=O)c2cc3cc4cc(OC)ccc4nc3o2)cc1	.	0%	.	-4%	-12%
19	CCc1ccc(-c2nc(CS(=O)CC(=O)O)c(C)o2)cc1 (configuration not stated)	-6	-5%	8%	-13%	13%
20	O=C(NCCN1CCN(C(=O)c2ccccc2Cl)CC1)C(=O)NCc1ccccc1	-7	2%	-5%	-3%	6%
21	COc1cccc(C(=O)N(C)CC(=O)Nc2ccc(F)c(F)c2F)c1	?	6%	-7%	-10%	0%
22	Cn1c(CO)nc2c3ccccc3ccc21	3	4%	1%	4%	-5%
23	Cc1ccc(NC(=O)[C@@H](NC(=O)c2cccc(S(=O)(=O)N3CCOCC3)c2)C(C)C)cc1C	17	9%	0%	2%	0%
24	Cc1ccc(-c2nc3c4ccccc4n(CC(=O)N4CCN(c5ccc(F)cc5)CC4)c(=O)n3n2)cc1	.	.	.	10%	-17%
25	CCCNC(=O)C(Cc1ccc(I)cc1)NC(=O)c1ccc2ccccc2n1 (configuration not stated)	?	11%	3%	12%	5%
26	CCC1CCCCN1C(=O)CSc1nnc(-c2ccc(OC)cc2)o1 (configuration not stated)	2	-2%	1%	?	-17%
27	COc1cccc(CC2(CO)CCN(S(=O)(=O)c3ccc(OC)cc3OC)CC2)c1	35	15%	3%	-23%[1.82 µM]	3%
28	CC(=O)c1cnc(-c2ccccc2)s1	-1	-1%	0%	-5%	-10%
29	Cc1cc(C(F)(F)F)c2c(N)c(C(=O)Nc3cc(C)on3)sc2n1	-24	13%	1%	7%	3%
30	CCOC(=O)C1(C)C=C(Nc2ccc(O)cc2)C(=O)N1c1ccc(O)cc1 (configuration not stated)	7	-4%	-1%	6%	27%

#	GLP-1R inv ag	FUS suppressor	PTHR1 agonist	Akt phos inh
16	14%	.	-1%	i
17	-22%	15%	-4%	i
18	1%	4%	-7%	.
19	?	14%	-48%[inhibitor]	i
20	2%	-17%	-7%	i
21	3%	7%	-10%	i
22	12%	-13%	i	i
23	5%	16%	i	i
24	-9%	-10%	i	.
25	?	9%	i	i
26	?	3%	-42%[inhibitor]	i
27	7%	29%	-19%	i
28	4%	10%	i	i
29	-2%	10%	i	i
30	-2%	.	-16%	i

Following part.
#	Molecule	D3 antag	GLP1R ag	aSyn rescue	TDP43 rescue	Abeta rescue
31	O=C(Oc1ccc(/C=N/NC(=O)c2ccccn2)cc1)c1cccc(F)c1	-17	-17%	-1%	15%	17%
32	Nn1c(SCC(=O)NC(=O)NCc2ccco2)nnc1-c1ccc(OC(F)F)cc1	5	2%	0%	14%	-6%
33	O=C(NCc1ccc(F)cc1)c1ccc2c(Cl)c3c(nc2c1)CCCC3	.	.	.	0%	?
34	CC(C)(C)c1ccc(C(CC(=O)O)NC(=O)Cc2ccccc2)cc1 (configuration not stated)	5	2%	0%	-6%	-1%
35	CC1CCN(C(=O)c2ccc(Br)c(S(=O)(=O)N3CCOCC3)c2)CC1	-14	4%	-2%	-20%	-13%
36	c1ccc(-c2csc3nnc(SCc4ccc5c(c4)OCCO5)n23)cc1	18	11%	?	?	1%
37	O=C(NCc1ccccn1)C1CCN(Cc2cnn(-c3ccccc3)c2-n2cccc2)CC1	36	2%	.	0%	-2%
38	Cc1cc(C)n(CC(O)COc2ccc(Cl)cc2Cl)n1 (configuration not stated)	-3	31%	19%	17%	8%
39	O=C(COC(=O)C(Cc1ccccc1)NC(=O)c1cccs1)NCc1ccccc1 (configuration not stated)	-22	2%	8%	-3%	23%
40	COCCN(C(=O)Cn1c(C(F)(F)F)nc2ccccc21)c1c(N)n(Cc2ccccc2)c(=O)[nH]c1=O	17	-11%	0%	17%	8%
41	CCN(CC)S(=O)(=O)c1ccc(OC)c(NS(=O)(=O)c2cccc(C(=O)O)c2)c1	11	0%	0%	2%	4%
42	Cn1cccc1C(=O)N1CCc2ccccc2C1	4	3%	3%	29%	9%
43	O=C(Nc1ccc(Nc2ccncc2)cc1)c1ccc(Nc2ccnc3ccc([N+](=O)[O-])cc23)cc1[N+](=O)[O-]	20	6%	-8%	7%	-44%[inhibitor]
44	COc1cc(NS(=O)(=O)c2ccc(N=Cc3c(C)[nH]n(-c4ccccc4)c3=O)cc2)nc(OC)n1	9	-2%	-9%	-6%	-14%
45	Cc1cc(N2CCc3ccccc32)n2ncnc2n1	10	-1%	-13%	4%	-11%
46	CC(=O)c1ccc(NC(=O)NNS(=O)(=O)c2ccc(F)cc2)cc1	-5	-7%	0%	22%	-2%
47	CCOc1ccc(-c2nonc2NC(=O)c2oc3cc(C)c(C)cc3c2C)cc1OCC	.	.	.	17%	-15%

#	GLP-1R inv ag	FUS suppressor	PTHR1 agonist	Akt phos inh
31	20%	-4%	i	i
32	3%	22%	-13%	i
33	-27%	17%	i	.
34	-24%	16%	-14%	i
35	22%	-2%	i	i
36	127%[activator]	12%	-25%	i
37	0%	-5%	-5%	.
38	?	6%	-24%	i
39	12%	2%	-94%[inhibitor]	i
40	14%	?	i	i
41	9%	-16%	-55%[inhibitor]	i
42	3%	-6%	i	i
43	-2%	-27%	i	i
44	10%	19%	i	i
45	6%	7%	i	i
46	15%	.	-22%	i
47	13%	16%	i	.

An excerpt from further up:
#	Molecule	D3 antag	GLP1R ag	aSyn rescue	TDP43 rescue	Abeta rescue
33	O=C(NCc1ccc(F)cc1)c1ccc2c(Cl)c3c(nc2c1)CCCC3	.	.	.	0%	?
34	CC(C)(C)c1ccc(C(CC(=O)O)NC(=O)Cc2ccccc2)cc1 (configuration not stated)	5	2%	0%	-6%	-1%
35	CC1CCN(C(=O)c2ccc(Br)c(S(=O)(=O)N3CCOCC3)c2)CC1	-14	4%	-2%	-20%	-13%
36	c1ccc(-c2csc3nnc(SCc4ccc5c(c4)OCCO5)n23)cc1	18	11%	?	?	1%
37	O=C(NCc1ccccn1)C1CCN(Cc2cnn(-c3ccccc3)c2-n2cccc2)CC1	36	2%	.	0%	-2%

#	GLP-1R inv ag	FUS suppressor	PTHR1 agonist	Akt phos inh
33	-27%	17%	i	.
34	-24%	16%	-14%	i
35	22%	-2%	i	i
36	127%[activator]	12%	-25%	i
37	0%	-5%	-5%	.
